proCasp3 act – activators of human procaspase-3 | P42574 | recombinant procaspase-3 D3A, Ac-DEVD-pNA absorbance 405 nm | activation, % at 8.5 µM | 0.11% of 330,000 active | AID 463141;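 active = activation above the mean of all tested compounds plus 3 SD, cut at about 21% in these data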;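 also: 0% = DMSO alone and 100% = DMSO wells spiked with extra 5 µM PC-3 D3A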
Target sequence (P42574 whole entry D9A/D28A/D175A): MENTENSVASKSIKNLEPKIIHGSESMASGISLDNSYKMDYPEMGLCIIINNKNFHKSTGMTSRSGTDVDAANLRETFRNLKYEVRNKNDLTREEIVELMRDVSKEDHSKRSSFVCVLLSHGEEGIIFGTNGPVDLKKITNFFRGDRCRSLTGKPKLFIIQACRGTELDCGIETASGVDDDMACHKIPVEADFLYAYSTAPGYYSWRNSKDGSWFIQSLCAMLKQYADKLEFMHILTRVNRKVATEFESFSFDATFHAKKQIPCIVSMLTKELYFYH
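Assay system: Autoprocessing-dead procaspase-3 D3A mutant enzyme; also added: Ac-DEVD-pNA; doses: one concentration, 8.5 µM nominal, 0.8% DMSO; times: 1 h compound preincubation, 2 h substrate hydrolysis at 25 °C; technique: 405 nm absorbance of p-nitroaniline, reads at 0 and 120 min; measure: % activation between DMSO and enzyme-spiked controls; repeats: single replicate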
PP1 inh – PP1-alpha (human) inhibition in PP5 counter-screen; P62136; purified PP1alpha, OMFP fluorescence; inhibition, % at 6.7 µM; 0.9% of 320,000 active; AID 2235;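 active = inhibition above the mean inhibition of all tested compounds plus 3 SD, computed separately for each screening campaign, cut at about 15% in these data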
core dimer inh – HCV core protein dimerization inhibition; 0.33% of 300,000 active; TR-FRET GST/Flag-core106 dimerization, 1536-well; inhibition, % at 5 µM;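 active = inhibition above the mean of all tested compounds plus 3 SD, set per screening campaign, cut at about 45% in these data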
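Test system: GST/Flag-tagged HCV core106 proteins; Medium: KF-containing HEPES buffer, pH 7.45, DTT, CHAPS, BSA; Times: compound-protein-antibody incubation 4 h at 22.5 °C; Detection: TR-FRET 671 and 617 nm emission; Benchmarks: wells lacking GST-core106 and wells with excess unlabelled core106.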
procasp7 counter – counter-screen: procaspase-7 (human) activation; P55210; recombinant procaspase-7, Ac-DEVD-pNA absorbance 405 nm; D23A/D198A/D206A triple mutant, cannot self-cleave; scale: DMSO 0, 5 µM enzyme 100; activation, % at 8.5 µM; 0.093% of 330,000 active;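 active = percent activation above the screen-wide mean plus 3 SD, cut at about 25% in these data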
Target sequence (P55210 whole entry D23A/D198A/D206A): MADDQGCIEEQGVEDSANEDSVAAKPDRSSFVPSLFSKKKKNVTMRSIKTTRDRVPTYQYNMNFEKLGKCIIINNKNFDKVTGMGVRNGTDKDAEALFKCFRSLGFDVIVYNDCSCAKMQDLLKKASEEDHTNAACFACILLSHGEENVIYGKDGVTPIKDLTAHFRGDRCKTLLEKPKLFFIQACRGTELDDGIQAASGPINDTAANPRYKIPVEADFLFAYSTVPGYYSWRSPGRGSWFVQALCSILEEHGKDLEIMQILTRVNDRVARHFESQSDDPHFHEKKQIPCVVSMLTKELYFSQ
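Material: Procaspase-7 triple mutant (PC-7 D3A) | Quantity: 2 µM procaspase-7 mutant as dispensed | Reagent: DEVD-pNA substrate | Times: 1 h preincubation, 2 h reaction | Technique: 405 nm absorbance of p-nitroaniline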
PP5 primary – inhibitors of human protein phosphatase 5 (PP5); P53041; purified PP5c, OMFP substrate fluorescence; inhibition, % at 6.7 µM; 0.18% of 320,000 active;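 active = inhibition above the campaign's mean inhibition across all tested compounds plus 3 SD, cut at about 9.5% in these data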;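 also: 0% = DMSO only and 100% = 100 µM cantharidin control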
Target sequence (P53041 whole entry, looked up): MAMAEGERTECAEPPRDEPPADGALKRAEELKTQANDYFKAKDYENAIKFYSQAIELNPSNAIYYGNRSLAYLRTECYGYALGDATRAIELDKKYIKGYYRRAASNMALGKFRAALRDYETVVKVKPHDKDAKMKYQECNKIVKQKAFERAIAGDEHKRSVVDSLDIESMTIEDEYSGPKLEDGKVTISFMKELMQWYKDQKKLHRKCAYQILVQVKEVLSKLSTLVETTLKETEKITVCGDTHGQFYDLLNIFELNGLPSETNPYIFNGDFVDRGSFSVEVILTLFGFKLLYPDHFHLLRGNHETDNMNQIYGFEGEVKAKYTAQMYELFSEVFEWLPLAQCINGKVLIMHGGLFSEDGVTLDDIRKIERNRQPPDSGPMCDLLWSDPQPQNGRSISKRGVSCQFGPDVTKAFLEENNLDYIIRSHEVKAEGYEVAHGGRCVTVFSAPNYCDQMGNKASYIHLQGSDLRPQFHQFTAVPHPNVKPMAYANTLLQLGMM
AHR activator – activates the human aryl hydrocarbon receptor; AID 2796; activation, % at 5 µM; 2.5% of 320,000 active; AHR-responsive luciferase reporter cells, luminescence; in the data active = activation above about 47%;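 also: 0% = vehicle wells and 100% = reference agonist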
CTSL1 counter – blocks F. hepatica cathepsin L1 in PFM18AAP counter-screen | recombinant F. hepatica cathepsin L1, Z-Leu-Arg-MCA fluorescence | inhibition, % at 5.96 µM | 0.49% of 300,000 active;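 active = inhibition above the mean of all tested compounds plus 3 SD, set per screening campaign, cut at about 17% in these data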;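 also: 0% = plate median of test compound wells and 100% = 1 µM Z-Phe-Ala-diazomethylketone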
TPT1 inhibitor – blocks Candida albicans tRNA 2'-phosphotransferase; recombinant caTPT1, FP RNA substrate dephosphorylation; AID 1962; inhibition, % at 5 µM; 0.81% of 300,000 active;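 active = inhibition above the mean of all tested compounds plus 3 SD, set per screening campaign, cut at about 24% in these data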;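 also: plate controls were DMSO alone for no effect and ferristatin control at 100 nM for full effect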
PAFAH2 inh – PAFAH2 (human) inhibition | 0.99% of 340,000 active | inhibition, % at 3.39 µM | recombinant PAFAH2, FP-rhodamine activity probe, fluorescence polarization | Q99487;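 active = inhibition above the mean over all tested compounds plus 3 SD, cut at about 30% in these data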;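 also: inhibitors block probe labeling of enzyme so polarization drops; 0% = enzyme with DMSO and 100% = wells lacking PAFAH2 protein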
The depositor's hits bear a star; · = no result given.

SMILES	proCasp3 act	PP1 inh	core dimer inh	procasp7 counter	PP5 primary	AHR activator	CTSL1 counter	TPT1 inhibitor	PAFAH2 inh
Cc1ccc(S(=O)(=O)NC(Cc2ccccc2)C(=O)O)cc1C (configuration not stated)	-2	-4	-2	-2	-1.4	0	-5	-2	4
COc1cccc(-c2nc(CS(=O)(=O)CC(=O)N3CCCCC3)c(C)o2)c1	5	0	-12	-8	-5.2	6	12	-2	1
O=C1C[C@@H]2c3c(cccc3CN1Cc1ccc(F)cc1)C[C@@H](O)[C@H]2O	-2	-3	·	9	3.3	-1	·	·	-1
Brc1cc2ccccc2[n+](Cc2ccccc2)c1	5	-3	9	-5	1.8	1	-4	-3	-7
CC(=O)N(C(C)=O)n1c(/C=C/c2cccc([N+](=O)[O-])c2)nc2ccccc2c1=O	-8	0	-8	-9	-0.5	19	3	-1	-1
CC(=O)C(Cc1ccccc1)NC(=O)COC(=O)c1ccc(-n2cnnn2)cc1 (configuration not stated)	-1	·	·	5	·	-1	·	·	19
O=C1CSC(c2cccc(F)c2)N1c1ccc(O)cc1 (configuration not stated)	16	-4	2	0	1.0	0	-1	-1	8
Cn1c(C(=O)NCCc2c[nH]c3ccccc23)cc2sccc21	1	-2	0	5	0.7	29	1	0	-2
CC(C)c1ccc(C(C(=O)NC2CCCC2)N(C(=O)c2csnn2)C2CC2)cc1 (configuration not stated)	5	-2	-5	-4	3.6	0	-4	0	-4
COc1cccc(NC(=O)c2ccc(CN3CCOCC3)cc2)c1	-4	7	-3	3	-0.7	13	1	-8	-3
O=C(NC(=S)Nc1ccc(-c2nc3ncccc3o2)cc1)c1ccccc1F	-12	-11	32	-6	3.4	-2	0	1	15
COc1cc(OC)nc(Oc2cccc(Cl)c2C)n1	-11	3	-4	8	2.1	-2	-6	-3	·
Cc1ccc(CNC(=O)c2cc(=O)c3ccccc3o2)cc1	-1	-1	-4	-10	0.3	3	-3	3	0
O=C(COc1ccc(Cl)cc1Cl)NCC(=O)N/N=C/c1c[nH]c2ccccc12	6	3	13	-2	2.4	15	0	-3	-3
CC1CCN(C(=O)C2CCN(CC(C)c3ccccc3)CC2)CC1 (configuration not stated)	5	-1	-1	2	-1.4	-1	-1	10	-2
Cc1cccc(C)c1NC(=O)CN1C(=O)C(C)Oc2ccccc21 (configuration not stated)	6	1	6	2	1.6	-1	2	-2	4
CCOC(=O)c1c(NC(=O)CN2CCN(c3ccc(Cl)cc3)CC2)sc(C)c1C	9	-1	7	2	0.1	0	-1	-1	-5
CCC(=O)c1ccc(OCC(=O)OCC(=O)N(CCC#N)c2ccc3c(c2)OCCO3)cc1	10	·	·	9	·	-1	·	·	0
CN(C(=O)c1ccccc1Cl)c1ccccc1C(=O)NCc1ccccc1	-3	-2	-24	-5	1.7	0	5	-3	1
N#Cc1c(-c2cccc(Br)c2)cc(-c2cccnc2)nc1N	-8	5	0	-1	1.0	23	7	0	-7
COc1ccc(/C=C/c2noc(-c3ccccc3OC(C)=O)n2)cc1	2	-4	3	-12	0.9	2	-6	2	-1
CCN(C(=O)c1cc(Cl)ccc1Cl)C1CCS(=O)(=O)C1 (configuration not stated)	0	-5	-5	7	-1.7	-1	2	-1	0
CSc1ccc(CN2CCC(C(=O)NCc3ccc(C)cc3)CC2)cc1	10	-1	-2	6	-0.7	0	-2	-1	-1
CCCc1nc2ccccc2c2nc(N)nn12	5	-2	3	7	4.1	3	2	0	1
O=C(COc1ccccc1)Nc1nnc(S(=O)(=O)N2CCCC2)s1	4	1	20	5	1.2	-3	-4	1	2

One compound at a time (already shown):
O=C1CSC(c2cccc(F)c2)N1c1ccc(O)cc1 (configuration not stated) is entered as proCasp3 act = 16; PP1 inh = -4; core dimer inh = 2; procasp7 counter = 0; PP5 primary = 1.0; AHR activator = 0; CTSL1 counter = -1; TPT1 inhibitor = -1; PAFAH2 inh = 8
CCOC(=O)c1c(NC(=O)CN2CCN(c3ccc(Cl)cc3)CC2)sc(C)c1C is entered as proCasp3 act = 9; PP1 inh = -1; core dimer inh = 7; procasp7 counter = 2; PP5 primary = 0.1; AHR activator = 0; CTSL1 counter = -1; TPT1 inhibitor = -1; PAFAH2 inh = -5

Following part.
SMILES	proCasp3 act	PP1 inh	core dimer inh	procasp7 counter	PP5 primary	AHR activator	CTSL1 counter	TPT1 inhibitor	PAFAH2 inh
Cc1c(C#N)c(NC(=O)c2cccc(Cl)c2)n(Cc2ccccc2)c1C	-7	1	11	0	2.5	30	1	-3	-2
COc1ccc(C(=O)NC(=S)Nc2nc(C)cc(C)n2)cc1Br	-1	-2	-2	0	1.4	-2	3	-3	·
Cc1cc(C(=O)N2CCN(C(=O)C3CCCO3)CC2)no1 (configuration not stated)	-5	2	0	5	-1.3	1	-1	2	-3
COc1ccc(C(C(=O)NC2CCCC2)N(C(=O)c2snc(-c3ccc(F)cc3)c2N)c2ccc(OC)cc2)cc1 (configuration not stated)	-2	6	48*	-1	1.4	3	-1	0	-5
COCCNC(=O)CCCCCN1C(=O)CCC1=O	-5	-1	0	-3	0.2	0	-2	-5	-13
Cn1c(=O)c2c(nc(Sc3nc4ccccc4n3CC(=O)N3CCCCC3)n2C)n(C)c1=O	-7	-4	0	-7	-2.0	4	-2	-4	0
CCOc1ccc(C(=O)c2ccc(OCC)c(N)c2)cc1N	-1	1	1	3	2.0	60*	1	1	-1
CCCCNc1cc(=O)oc2ccccc12	4	-1	0	-4	0.7	7	2	2	-4
CN(CC(=O)Nc1ccc(F)cc1)C(=O)COc1ncnc2ccccc12	3	-2	-2	10	-0.8	-1	-11	0	7
O=C(O)CCC(=O)OCC1CCCO1 (configuration not stated)	4	-3	4	0	0.6	0	-2	1	-18
Cc1ccc(S(=O)(=O)/N=C(\Nc2cccc(C)c2)Nc2nc(C)cc(C)n2)cc1	-1	1	1	-3	-1.0	2	-2	-1	0
COc1ccccc1C(=O)NC(CCSC)C(=O)NNC(=O)c1ccccc1O (configuration not stated)	3	1	·	5	0.2	28	·	·	5
C=CCN(c1ccccc1)S(=O)(=O)c1cccc(C(=O)N2CCCC2)c1	-4	-2	-1	-3	-0.1	-1	4	-3	6
O=C(NCC1CCCCC1)c1ccc([N+](=O)[O-])cc1	5	-3	4	1	-0.8	-1	0	-7	-2
CCOC(=O)[C@@H]1[C@H]2COc3ccccc3[C@H]2N2C(=O)N(c3cccc(C)c3)C(=O)[C@]12C	10	·	·	0	·	0	·	·	0
NS(=O)(=O)c1ccc(CCNC(=O)COC(=O)C2CCN(c3ccc(C(F)(F)F)cn3)CC2)cc1	5	-2	-9	-2	-0.6	-1	-9	-1	-1
COC(=O)c1c(NC(=O)CN2C(=O)NC3(CCCCC3C)C2=O)sc2c1CCC2 (configuration not stated)	-3	2	·	2	1.1	2	·	·	5
Cc1ccc(CS(=O)(=O)CCC(=O)NCCCOC(C)C)cc1	9	-1	-6	11	0.8	-2	0	1	0
O=C(CSc1nnc(NC(=O)c2cccc(F)c2)s1)NC1CC1	1	4	-1	1	3.4	3	2	-1	12
CCCCCn1c(=O)[nH]c2cc(C(=O)NCCCN3CCCCC3CC)ccc2c1=O (configuration not stated)	-2	1	5	3	-0.9	2	4	-2	0
COC(=O)c1ccc(Oc2cc(C)nc(Cl)n2)cc1	5	-2	6	-2	2.6	2	-3	3	2
COc1cccc(CNC(=O)c2ccc(CS(=O)(=O)Cc3ccccc3C)o2)c1	-4	-1	-7	-2	2.5	9	4	-4	0
Cc1ccc(S(=O)(=O)NCC(=O)N2CCCC2C(=O)O)cc1 (configuration not stated)	0	-1	4	2	0.3	6	1	1	3
O=C1CC(c2ccccc2)CC(O)=C1C=NC1CCCCC1 (configuration not stated)	-3	-6	1	4	1.7	1	-1	-4	-6
O=C(NCc1ccc2c(c1)OCO2)C(C(=O)c1ccccc1)n1cc(Cl)ccc1=O (configuration not stated)	-1	-1	-2	-1	2.1	0	-1	-1	4

Overlap with the part before: 3 compounds, then new ones.
SMILES	proCasp3 act	PP1 inh	core dimer inh	procasp7 counter	PP5 primary	AHR activator	CTSL1 counter	TPT1 inhibitor	PAFAH2 inh
Cc1ccc(S(=O)(=O)NCC(=O)N2CCCC2C(=O)O)cc1 (configuration not stated)	0	-1	4	2	0.3	6	1	1	3
O=C1CC(c2ccccc2)CC(O)=C1C=NC1CCCCC1 (configuration not stated)	-3	-6	1	4	1.7	1	-1	-4	-6
O=C(NCc1ccc2c(c1)OCO2)C(C(=O)c1ccccc1)n1cc(Cl)ccc1=O (configuration not stated)	-1	-1	-2	-1	2.1	0	-1	-1	4
Cc1ccc(NC(=O)CCOc2ccccc2)cc1S(=O)(=O)Nc1ccccc1Cl	-3	3	16	0	-0.1	-2	4	2	2
O=C(O)c1ccccc1C(=O)N1CCN(C(=O)c2ccccc2Cl)CC1	2	-2	2	-1	-2.6	2	-1	-2	-1
C=CCc1ccccc1OCC(O)CN1CCN(c2ccccc2F)CC1 (configuration not stated)	-10	4	0	2	6.2	0	2	5	3
Cn1c(=N)n(CC(O)c2ccco2)c2ccccc21 (configuration not stated)	-2	0	2	2	0.3	8	0	-2	0
O=C1NC(=O)/C(=C\c2ccccc2OCc2cccc([N+](=O)[O-])c2)N1	1	2	3	0	2.4	40	1	-3	5
Cc1n[nH]c(=O)n1-c1ccc(C(C)C)cc1	9	0	-5	6	0.7	1	-7	-3	9
CCC(=O)c1ccccc1OCC(=O)Nc1c(C)cccc1C	0	1	4	6	3.8	8	-2	1	-3
C=C(C)Cn1c(CNC(C)=O)nc2ccccc21	-1	2	6	5	2.9	0	1	-3	9
Nc1nnc(SCC(=O)Nc2ccc(S(=O)(=O)N3CCOCC3)cc2)s1	-2	-1	-2	6	2.5	1	0	2	2
Cc1onc(-c2c(F)cccc2Cl)c1C(=O)NC1CC1	2	-5	-3	7	2.5	1	-2	9	4
COc1cc(NC(=O)C[n+]2ccc(C(=O)c3ccccc3)cc2)cc(OC)c1	1	·	·	7	·	1	·	·	3
O=C1CCC([N+](=O)[O-])C(c2cc(Br)ccc2F)N1 (configuration not stated)	-1	-3	-4	2	1.3	0	2	4	2
CN(C)CCNc1nc(-c2ccccc2)nnc1C(F)(F)F	-5	0	-1	4	2.3	0	0	-2	1
COc1ccc(-c2ccc3oc(-c4ccc(OC)cc4)c(C#CC4(O)CCCCC4)c3c2)cc1	-6	1	-232	-2	4.2	3	-3	-1	-6
CCOC(=O)CSc1nc2ccc(C)cc2cc1C#N	5	-2	-3	9	5.6	2	-2	-2	1
CN(C)C(=S)Nc1ccc2ccccc2c1	-9	4	-3	3	2.3	13	0	0	-2
COc1ccc2c(c1)Cc1sc(NC(=O)c3cccs3)nc1-2	-6	-2	-8	-4	2.4	-5	3	-2	11
CC(C)CCC(CCN1CCOCC1)c1ccc2c(c1)OCO2 (configuration not stated)	7	2	-4	3	2.7	0	2	-1	3
C=CCn1c(SCC(=O)NC2CCCC2)nc2c([nH]c3ccccc32)c1=O	5	1	5	2	0.5	63*	-2	1	4
O=c1cn[nH]c2ccccc12	5	1	-1	11	-0.1	3	0	-1	2
CCOc1ccccc1OCC(=O)NN=C1CCCC(=O)C1	2	·	·	-2	·	4	·	·	3
